a7 integrin act: qHTS for Activators of Integrin-Mediated Alleviation for Muscular Dystrophy. alpha7betagal myoblasts, beta-gal FDG fluorescence, 48 h. Potency, µM (top dose mostly 38.3 µM), inactives show top-dose activation, actives largely listed as activators. 350,000 tested, 0.064% active. AID 624291, 2012;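 further: potency means the concentration at half of the fitted maximal effect; 100% = response of the positive control SU9516; nearly all actives have a fitted effect of over 60% in size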
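alpha7betagal+/- myoblasts (passage 13, 250/well) treated 48 h at 37C with compounds at 1:260 dilution of DMSO stock. Lysed, then beta-galactosidase activity read as FDG fluorescence (ex 480/em 540) after 30 min, with pre-read for autofluorescence.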
ASM inhibitor: Inhibitors of Secretory Acid Sphingomyelinase (S-ASM): qHTS. Sphingomyelin phosphodiesterase (Homo sapiens), P17405. placental ASM, HMU-PC fluorogenic substrate, 60 min. 340,000 tested, 0.006% active. AID 504937, 2011. Potency, µM (titrated, usually from 57.5 µM), for inactives: at the top dose activity change, negative = inhibition, most hits filed as inhibitors; further: potency means the concentration at half of the fitted maximal effect
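Fluorogenic HMU-PC substrate (9 uM final) is turned over by placental ASM in 60 min at 37 C after a 10 min compound preincubation. Reaction ended by alkaline stop (pH 10), with fluorescence read at 386/447 nm.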
MBNL1-CUG inh: qHTS Assay for Inhibitors of MBNL1-poly(CUG) RNA binding; AID 2675, 2010; Muscleblind-like protein 1 (Homo sapiens), Q9NR56; 280,000 tested, 0.036% active; Potency, µM (titrated, usually from 57.5 µM), without a hit: at the highest dose activity change, negative = inhibition, actives largely listed as inhibitors; TR-FRET MBNL1-His/biotin-(CUG)12 binding, 665/545 ratio; active means well fitted inhibition curve with a large enough effect in the signal ratio, with a control signal flat, not every such curve was filed as active; inconclusive means small, poorly fitted or top-dose-only effect, or effect the other way, or a change in a side signal; inactive means no such curve, though single readings can be large or run the other way; the % refers to the signal ratio; further: potency means the concentration at half of the fitted maximal effect; on the % scale 0 is the no-effect control and ±100 the full control effect
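Compounds (final 92 nM to 58 uM) are added to His-tagged MBNL1 and biotin-(CUG)12, then terbium anti-His antibody and streptavidin-XL665 (5 nM final). After 60 min at room temperature, the 665/545 nm ratio is read.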
TCR activator: Activators of T cell receptors: qHTS campaign. 330,000 tested, under 10 active. AID 504894, 2011. Potency, µM (highest dose often 9.22 µM), inactives show at the highest dose activation of IL-2 secretion, hits mostly activators. primary human leukocytes, anti-CD3, IL-2 HTRF, 48 h; further: % of control where 0% means no effect
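Activity was scored as IL-2 release from primary human leukocytes given only a TCR signal (a-CD3 beads) plus compound for 48 hr. Detection used a two-antibody HTRF format read at 665nm.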
TSHR antag: Antagonists of the Thyroid Stimulating Hormone Receptor: HTS campaign; Thyrotropin receptor (Homo sapiens), P16473; TSHR-expressing cells, TSH-stimulated cAMP HTRF, 2 h; stronger effect = lower value; activity change, negative = inhibition, % at 11.5 µM; 330,000 tested, 0.2% active;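 active means activity change below a set negative limit, meaning inhibition stronger than a set level, cut at about -70% in these data; inconclusive means activity change between two set negative limits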; further: on the % scale 0 is the no-effect control and ±100 the full control effect
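Read-out is FRET at 665 nm (cryptate excitation 337 nm) from a cryptate-tagged anti-cAMP antibody, competed by cell cAMP against cAMP-d2. Compounds are tested on freshly harvested TSHR cells challenged with 4nM TSH (EC80) for 2 hours at 37 deg C.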
Menin MLL FP TR: qHTS Assay for Inhibitors Targeting the Menin-MLL Interaction in MLL Related Leukemias: Competition With Texas Red Labeled MLL-derived Mutant Peptide; Menin + Texas Red MLL mutant peptide, fluorescence polarization; Potency, µM (titrated, usually from 61.6 µM), for the others: top-dose FP activity change, negative = inhibition, hits mostly inhibitors; O00255; 270,000 tested, 0.23% active; active means well fitted inhibition curve with a large enough effect in the polarisation, with a control signal flat, not every such curve was filed as active; inconclusive means small, poorly fitted or top-dose-only effect, or effect the other way, or a change in a side signal; inactive means no such curve, though single readings can be large or run the other way; the % refers to the polarisation; further: potency means the concentration at half of the fitted maximal effect; % of control where 0% means no effect; many of its hits are not listed in these tables
Target sequence (O00255 whole entry, looked up): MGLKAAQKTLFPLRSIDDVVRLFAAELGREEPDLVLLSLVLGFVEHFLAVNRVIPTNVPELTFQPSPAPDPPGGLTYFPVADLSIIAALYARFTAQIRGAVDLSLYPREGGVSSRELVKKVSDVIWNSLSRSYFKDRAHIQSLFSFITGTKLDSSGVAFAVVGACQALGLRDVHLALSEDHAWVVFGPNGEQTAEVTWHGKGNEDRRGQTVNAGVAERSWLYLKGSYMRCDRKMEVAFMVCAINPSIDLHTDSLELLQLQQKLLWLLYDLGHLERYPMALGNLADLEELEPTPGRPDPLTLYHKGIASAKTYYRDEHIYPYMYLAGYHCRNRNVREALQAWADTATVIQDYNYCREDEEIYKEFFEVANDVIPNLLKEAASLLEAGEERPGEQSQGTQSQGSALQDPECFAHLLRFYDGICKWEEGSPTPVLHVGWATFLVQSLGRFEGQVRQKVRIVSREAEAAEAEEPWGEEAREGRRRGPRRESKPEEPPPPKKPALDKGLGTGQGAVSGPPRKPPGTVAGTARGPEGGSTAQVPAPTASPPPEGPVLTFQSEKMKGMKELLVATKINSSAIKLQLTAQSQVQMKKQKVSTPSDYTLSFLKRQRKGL
Mito fusion act: qHTS Assay for Small Molecule Inhibitors of Mitochondrial Division or Activators of Mitochondrial Fusion | S. cerevisiae fusion-defective mutant growth rescue, CellTiterGlo 48 h | 320,000 tested, 0.23% active | Potency, µM (titrated, usually from 46.1 µM), inactives show at the top dose growth rescue (activation), most hits filed as activators;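 further: potency means the concentration at half of the fitted maximal effect; % of control where 0% means no effect; nearly all actives have a fitted effect of over 45% in size; temperature-sensitive fusion mutants such as fzo1-1 at 37 °C on non-fermentable ethanol glycerol medium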
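S. cerevisiae fusion-defective temperature-sensitive mutants (e.g. fzo1-1, mgm1-5) grown 48 h at 37C in YPEG (ethanol/glycerol non-fermentable) medium with 23 nl compound per well; growth rescue read as CellTiterGlo luminescence.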
CXXC DNA block: qHTS Fluorescence Polarization Assay for Inhibitors of MLL CXXC domain - DNA interaction; Potency, µM (doses to about 115 µM), for inactives: at the highest dose activity change, negative = inhibition, most hits filed as inhibitors; MLL-CXXC / FITC-HOXA9 DNA fluorescence polarization; 290,000 tested, 0.037% active; active means well fitted inhibition curve with a large enough effect in the polarisation, with a control signal flat, not every such curve was filed as active; inconclusive means small, poorly fitted or top-dose-only effect, or effect the other way, or a change in a side signal; inactive means no such curve, though single readings can be large or run the other way; the % refers to the polarisation; further: potency means the concentration at half of the fitted maximal effect
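Purified MLL-CXXC (added from a 7 uM solution) was preincubated 5 min at ambient with pinned compounds in 50 mM Tris-HCl pH 7.5, 50 mM NaCl, 1 mM DTT, 0.05% BSA. Fluorescein-labeled HOX-A9 DNA (50 nM solution) followed, 30 min, then polarization read.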
PTAP TSG101 blk: qHTS Assay for Iinhibitors of HIV-1 Budding by Blocking the Interaction of PTAP/TSG101. Tumor susceptibility gene 101 protein (Homo sapiens), Q99816. Fluorescence polarization, FITC-PTAP peptide / Tsg101 binding. Potency, µM (titrated, usually from 115 µM), inactives show at the top dose activity change, negative = inhibition, usual class: inhibitors. 340,000 tested, under 10 active; active means well fitted inhibition curve with a large enough effect in the main read-out, with a control signal flat, not every such curve was filed as active; inconclusive means small, poorly fitted or top-dose-only effect, or effect the other way, or a change in a side signal; inactive means no such curve, though single readings can be large or run the other way; further: potency means the concentration at half of the fitted maximal effect; % of control where 0% means no effect
Target sequence (Q99816 whole entry, looked up): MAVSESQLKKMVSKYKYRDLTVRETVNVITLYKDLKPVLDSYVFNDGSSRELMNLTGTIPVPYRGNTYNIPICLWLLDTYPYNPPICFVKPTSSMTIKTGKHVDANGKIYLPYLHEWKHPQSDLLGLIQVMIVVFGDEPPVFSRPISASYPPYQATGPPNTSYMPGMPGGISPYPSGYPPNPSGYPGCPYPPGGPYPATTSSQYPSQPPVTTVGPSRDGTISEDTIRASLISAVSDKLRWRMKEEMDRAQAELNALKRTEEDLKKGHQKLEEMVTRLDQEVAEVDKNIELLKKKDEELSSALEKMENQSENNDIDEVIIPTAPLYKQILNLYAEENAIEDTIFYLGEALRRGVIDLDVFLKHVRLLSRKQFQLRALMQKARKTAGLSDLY
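Fluorescence anisotropy tracks displacement of a FITC-tagged PTAP peptide (50 nM) from the Tsg101 binding domain (10 uM), following a 20 min room-temperature incubation at pH 7.5.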
AT treatment: qHTS Assay for Identifying a Potential Treatment of Ataxia-Telangiectasia; […] A-T fibroblasts, KAP-1 phosphorylation AlphaLISA; neocarzinostatin DNA damage 30 min before lysis; Potency, µM (top dose mostly 57.5 µM), for inactives: at the top dose activation, actives largely listed as activators; 320,000 tested, 0.19% active; AID 485349, 2010; further: potency means the concentration at half of the fitted maximal effect; % of control where 0% means no effect; nearly all actives have a fitted effect of over 45% in size
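hTERT-immortalized A-T patient fibroblasts ([…]), 500 cells/well in OPTI-MEM, 1% FBS, got compounds for 60 min, then NCS for 30 min at 37C. Lysates were then assayed for phospho-KAP-1 by AlphaLISA (anti-pKAP1 donor, anti-KAP1 acceptor beads), 6 hr at 25C.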
An asterisk follows results filed as active; ? = inconclusive; / = not tested or not shown; & = joins results of further samples; [ ] = dose if it differs, or a comment. Unless noted, the call rests on the fitted dose curve; in most records, active means well fitted curve in the direction sought with a large enough effect; inconclusive means small, poorly fitted or top-dose-only effect, or another doubt; inactive means no such curve, though single readings can be large; an effect the other way counts as inactive or inconclusive. Not all compounds are listed. The share of hits here may be higher or lower than overall.

SMILES | a7 integrin act | ASM inhibitor | MBNL1-CUG inh | TCR activator | TSHR antag | Menin MLL FP TR | Mito fusion act | CXXC DNA block | PTAP TSG101 blk | AT treatment
CCOC(=O)C(C)n1ncn2cccc2c1=O (stereo not drawn) | -0.7% | -0.7% | -0.6% | -4.9% | 0.2 | 17.2% | 3.0% | -7.3% | -2.9% | -1.3%
O=C(NC1CC1)c1cccc(NC(=O)c2cnn(-c3ccccc3)n2)c1 | 2.5% | -1.6% | / | 0.3% | / | / | / | / | -3.1% | 7.1%
CCOc1ccc(C(=O)NC(=S)NCCCN2CCOCC2)cc1 | -21.9% | 2.9% | -3.8% | 5.7% | 3.0 | -12.6% | -11.4% | -2.3% | -9.9% | 9.0%
COC(=O)C1CSC(C(=O)OC)N1C(=O)CN1CCN(c2ccccc2)CC1 (stereo not drawn) | 0.5% | -0.3% | -17.5% | -1.2% | 1.9 | -0.5% | -4.8% | 3.3% | 0.7% | 2.2%
Cc1cc([N+](=O)[O-])cc2c1NC(c1ccccn1)C1CC=CC21 (stereo not drawn) | -1.9% | -2.4% | -15.9% | 8.3% | 17.4 | 11.5% | 0.0% | -2.0% | -9.1% | -2.8%
CC(=O)c1c(C)[nH]c(C(=O)NCc2ccccc2Cl)c1C | -3.0% | -1.0% | 34.2%[activator] | 3.6% | -8.5 | -21.6% | -3.4% | 8.8% | -1.2% | -6.7%
CCCCc1c(O)nc(SCC(=O)Nc2cccc3ccccc23)n(-c2ccccc2OC)c1=O | 24.2% | -3.4% | 6.0% | -5.0% | -8.7 | 14.1% | 1.4% | -10.3% | -8.6% | 0.7%
CC1=C(C(=O)Nc2ccc(C)cn2)C(c2cnn(C)c2)C2=C(CCCC2=O)N1 (stereo not drawn) | 18.9% | 307.7%[activator] | -7.9%[11.5 µM] | -0.2%[46.1 µM] | -7.7 | -4.1% | 5.7% | 10.1% | -3.8% | 3.1%
NC(=O)NC(CC(=O)Nc1cccnc1)c1cccc(Br)c1 (stereo not drawn) | 26.8% | 5.0% | 0.1% | -2.6% | / | / | 7.6% | 14.8% | 0.4% | 1.4%
OCCN(CCO)c1ccc2ccccc2c1 | -32.4% | 323.1%[activator] | ? | 11.2% | -9.9 | ? | -5.2% | 13.3% | -4.5% | 9.5%
CN(C)S(=O)(=O)c1ccc(N2CCCC2)c(C(=O)NC2CCCCC2)c1 | 10.0% | 4.6% | / | -4.3% | -4.9 | / | -1.1% | / | -3.0% | 0.4%
CCOC(=O)N1CCN(S(=O)(=O)c2ccc3c(c2)SC(C)C(=O)N3)CC1 (stereo not drawn) | -19.3% | -0.4% | 0.0% | 8.3% | -14.8 | -10.8% | -4.6% | -1.3% | -4.5% | -1.3%
COc1ccc(OC)c(C(C)NC(C)=O)c1 (stereo not drawn) | 9.7% | -1.6% | 9.5% | 1.1% | 0.9 | -0.8% | 1.7% | -2.9% | -0.7% | 12.9%
COc1ccc(/C=C2\CCOC2=O)cc1 | 1.1% | 0.8% | ? | -0.1% | 4.3&16.5 | -6.6% | 0.4%&-2.9% | 2.4%&3.6% | -3.5% | -0.4%&3.8%
COc1ccc(C(=O)NCC(=O)OCc2c(Cl)cccc2Cl)cc1OC | 8.2% | 6.1% | / | -0.3% | -12.2 | / | 1.8% | / | -1.7% | -4.6%
CCOc1cc(/C=N/NC(=O)C(C)Sc2ccccn2)ccc1O (stereo not drawn) | -6.6% | 8.6% | ? | 0.2%[46.1 µM] | -9.3 | 2.1% | -4.8% | -0.8% | -3.5% | -0.2%
CCOc1ccc(S(=O)(=O)N2Cc3ccccc3CC2C(=O)O)cc1 (stereo not drawn) | -2.8% | 3.4% | 6.6% | 1.7% | -5.1 | / | -1.4% | 4.8% | -5.1% | -6.7%
CSc1nc(Cc2ccccc2)nc2ccccc12 | 8.5% | -2.5% | 2.1% | -3.8% | 5.6 | ? | 13.7% | 7.9% | -5.0% | 10.5%
O=C(NC1(C(F)(F)F)C(=O)Nc2c1c(=O)[nH]c(=O)n2Cc1ccco1)C1CC1 (stereo not drawn) | 10.0% | 0.4% | 5.7% | 3.5%[46.1 µM] | 6.3 | 4.5% | 2.3% | 5.1% | -3.6% | -10.3%
Cc1cc(C)c(C(=O)CSc2nnc(C)s2)c(C)c1 | 4.0% | 2.9% | -6.7% | -5.1% | -4.9 | -13.9% | 3.0% | -1.8% | -4.4% | 2.6%
Cc1cc(C)cc(C(=O)OCC(=O)NCc2ccco2)c1 | -11.9% | -2.6% | / | -3.5%[46.1 µM] | 13.5 | / | / | / | -4.3% | -6.2%
COc1ccc(/C(O)=C2/C(=O)C(=O)N(c3ncccn3)C2c2ccc(OC)c(OC)c2)cc1 (stereo not drawn) | -3.4% | -0.9% | ? | 4.2% | 4.0 | -3.3% | -3.6% | 0.8% | -4.4% | -2.7%
Cc1noc(NS(=O)(=O)c2ccc(NC(=O)c3ccoc3C)cc2)c1C | 12.7% | 4.8% | 1.7% | -1.1% | -7.0 | -15.9% | -1.4% | -2.3% | 0.0% | -1.6%
COc1cc(C2=NOC(C(=O)Nc3cccnc3)C2)cc(OC)c1OC (stereo not drawn) | -11.9% | 1.2% | -0.3% | -1.2% | 0.7 | -3.1% | -1.3% | 9.6% | -2.3% | -1.0%
O=C(COc1ccc(F)cc1)OCCN1CCOCC1 | -14.5% | -2.6% | -7.2% | -1.6% | 5.7 | 3.0% | -7.1% | 16.5% | -1.3% | -12.1%
Cn1ncc(Cl)c1C(=O)NC(=S)Nc1sc2c(c1C#N)CCCCC2 | 18.7% | 0.9% | 2.2% | 0.2% | -0.4 | -18.6% | -0.1% | 13.7% | -5.6% | -3.5%
O=C(Nc1cccc(NC(=O)c2ccccc2F)c1)c1ccccc1 | -16.0% | -3.8% | 3.1% | -2.7% | 0.0 | 32.2%[activator] | 15.9% | 5.4% | -5.9% | 5.5%
COc1ccccc1-n1c(SCC(=O)Nc2cc(C)on2)nc2c(c1=O)SCC2 | ? | 1.6% | 18.3% | -4.5% | -3.3 | -10.3% | -0.6% | -5.2% | 0.3% | -0.9%
Cc1cccc(-n2c(CNC(=O)COc3ccccc3)nnc2SCC(=O)Nc2nccs2)c1 | 12.7% | -6.0% | -1.2% | -8.3% | 22.6 | / | -1.1% | 4.8% | -2.9% | 11.7%
COc1ccccc1-c1coc2c(CN(C)C)c(O)ccc2c1=O | 10.5% | 181.6%[activator] | 8.3% | -2.4% | -9.2 | -5.3% | 1.2% | -11.4% | -1.0% | 3.4%
O=C(COc1ccccc1)NCC(=O)Nc1cccc2ccccc12 | 6.2% | 1.5% | 7.8% | -9.0%[46.1 µM] | 5.1 | -1.8% | -3.9% | 11.3% | -10.2% | 7.2%
O=C(COC(=O)c1cc(=O)c2ccccc2o1)Nc1cc(Cl)ccc1Cl | 15.8% | -0.7% | / | 6.4% | 16.4 | / | 9.5% | / | -2.2% | -1.0%
COCCNCCCOc1ccc(Br)cc1Cl | -46.0%[inhibitor] | 1.6% | -3.3% | 4.7%[46.1 µM] | -0.7 | -13.3% | -4.1% | 5.0% | 0.4% | -3.1%
N/C(=N\OC(=O)c1ccco1)c1ccc(Br)cc1 | 25.1% | 0.3% | -14.2% | 3.1% | -11.0 | 14.7% | 4.9% | 24.3% | -1.2% | 13.6%
Cc1ccc(OCC(=O)Nc2cccc3ccccc23)c([N+](=O)[O-])n1 | 2.3% | -6.9% | / | -6.3% | / | / | / | / | -2.6% | -2.0%
Cc1oc(C(C)(C)C)cc1C(=O)Nc1ccc2c(c1)OCCO2 | -9.8% | -0.9% | -5.6% | -4.0% | / | 12.2% | -1.9% | 7.3% | -3.4% | /
O=C(O)C1CCC1C(=O)Nc1nc(-c2ccc(Cl)s2)cs1 (stereo not drawn) | 3.3% | 1.7% | 0.9% | 5.5% | 0.5 | / | -1.3% | 5.1% | -3.7% | 4.1%
CCCCC/C=N\NC(=O)Cc1ccc([N+](=O)[O-])cc1 | -12.3% | 2.9% | 0.4% | 6.9%[46.1 µM] | 14.1 | 11.4% | 1.4% | 5.6% | -0.8% | 6.8%
COc1cc(NC(=O)Cn2cnc(S(=O)(=O)N3CCOCC3)c2)cc(OC)c1OC | 0.0% | 5.9% | -9.1% | -2.3% | -4.4 | / | -2.3% | 12.0% | 0.7% | 11.4%

Screens from PubChem BioAssay.
